Bioassay records (PubChem BioAssay)
HTT ATP protect – qHTS Multiplex Assay to Identify Dual Action Probes in a Cell Model of Huntington: Cytoprotection (ATP); PC12 HTT-Q103 induced, cytoprotection, ATP luminescence, 40 h; Potency, µM (top dose mostly 56.4 µM), without a hit: cytoprotection (ATP increase), hits mostly activators; 230,000 compounds, 0.14% hits;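 further: % of control where 0% means no effect; nearly all actives have a fitted effect of over 45% in size; toxic huntingtin expression switched on by the ecdysone agonist tebufenozide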
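Cells were plated at 1500 per well in phenol red-free DMEM with 5% equine and 5% calf serum. Tebufenozide (100 nM final) and compounds were added, then ATPlite reagent, and luminescence was read.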
aGal spleen mod – qHTS Assay for Inhibitors and Activators of Human alpha-Galactosidase From Spleen Homogenate; Alpha-galactosidase A (Homo sapiens), P06280; human spleen homogenate, 4MU-alpha-Gal fluorescence, 40 min; Potency, µM (series often up to 80 µM), for inactives: at the top dose activity change, negative = inhibition, usual class: inhibitors; 240,000 compounds, 0.008% hits; AID 2107, 2009;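 further: 0% = enzyme with vehicle and -100% = no enzyme basal signal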
Target sequence (P06280 32-429 limits assumed): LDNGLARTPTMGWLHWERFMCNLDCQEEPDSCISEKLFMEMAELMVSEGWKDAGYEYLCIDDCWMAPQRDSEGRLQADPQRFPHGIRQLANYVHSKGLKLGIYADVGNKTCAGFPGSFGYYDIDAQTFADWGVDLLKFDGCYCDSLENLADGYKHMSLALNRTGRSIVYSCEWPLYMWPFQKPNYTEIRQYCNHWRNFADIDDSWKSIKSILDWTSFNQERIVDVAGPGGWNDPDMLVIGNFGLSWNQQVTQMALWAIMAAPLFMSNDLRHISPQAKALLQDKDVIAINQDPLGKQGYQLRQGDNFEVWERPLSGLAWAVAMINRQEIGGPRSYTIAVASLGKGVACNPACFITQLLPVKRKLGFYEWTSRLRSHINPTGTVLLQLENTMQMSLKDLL
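Inhibition or activation of alpha-galactosidase in human spleen homogenate is scored by 4-MU fluorescence after 40 min at 37C, pH 5.0, with 1 mM substrate. AC50s come from concentration-response fitted to the Hill equation.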
GAA spleen mod – qHTS Assay for Inhibitors and Activators of Human alpha-Glucosidase From Spleen Homogenate. AID 2112, 2009. 240,000 compounds, 0.006% hits. Lysosomal alpha-glucosidase (Homo sapiens), P10253. Potency, µM (doses to about 79.9 µM), for the others: at the top dose activity change, negative = inhibition, usual class: inhibitors. human spleen homogenate, 4-MU-alpha-glucoside fluorescence;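 further: 0% = enzyme with vehicle and -100% = no enzyme basal signal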
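AC50 values come from Hill-equation fits of concentration-response data, normalized to no-enzyme and full-activity controls. Enzyme source: 1 ug human spleen homogenate; 1 mM fluorogenic 4-MU glucoside, pH 5.0 citrate buffer, 37 C, 40 min.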
GAA glycogen mod – qHTS Assay for Inhibitors and Activators of Human alpha-Glucosidase Cleavage of Glycogen. AID 2100, 2009. Lysosomal alpha-glucosidase (Homo sapiens), P10253. Potency, µM (highest dose often 76.4 µM), for inactives: top-dose activity change, negative = inhibition, hits mostly inhibitors. 300,000 compounds, 0.38% hits. recombinant GAA, glycogen substrate, Amplex Red glucose oxidase fluorescence;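 further: 0% = full enzyme reaction and -100% = no-enzyme basal signal; the screen sought inhibitors and activators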
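Recombinant human alpha-glucosidase (4 nM final) hydrolysed bovine liver glycogen (30 ug) for 40 min at 37 C in pH 5.0 citrate/phosphate with 0.01% Tween-20. Released glucose detected by glucose oxidase/Amplex Red, Ex 573/Em 610 nm. Compounds up to 77 uM; AC50 from Hill fits.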
Tau fibril ThT – qHTS for Inhibitors of Tau Fibril Formation, Thioflavin T Binding | recombinant tau K18 P301L, heparin-induced fibrillization, ThT fluorescence | Potency, µM (titrated, usually from 57.4 µM), inactives show at the highest dose activity, negative = inhibition, actives largely listed as inhibitors | 270,000 compounds, 2.1% hits | AID 1460, 2008; further: on the % scale 0 is the no-effect control and ±100 the full control effect; nearly all actives have a fitted effect of over 55% in size
Target sequence (P10636 561-689 P618L limits assumed): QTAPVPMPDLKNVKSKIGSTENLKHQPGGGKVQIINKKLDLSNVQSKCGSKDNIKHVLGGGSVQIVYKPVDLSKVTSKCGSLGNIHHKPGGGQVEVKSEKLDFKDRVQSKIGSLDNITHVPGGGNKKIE
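K18 P301L tau (15 uM + 0.24 uM Alexa 594-tagged), heparin 20 uM, NaOAc pH 7, 6 h 37 C; ThT 30 uM, 1 h RT, ex 450/em 510 nm.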
GAA inhib – qHTS Assay for Inhibitors of Human alpha-Glucosidase as a Potential Chaperone Treatment of Pompe Disease; Lysosomal alpha-glucosidase (Homo sapiens), P10253; purified human GAA, 4-MU-alpha-glucoside fluorescence; Potency, µM (series often up to 76.9 µM), inactives show at the top dose activity change, negative = inhibition, most hits filed as inhibitors; 200,000 compounds, 0.005% hits; AID 1466, 2008;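 further: plate controls were uninhibited enzyme wells for no effect and no-enzyme background for full effect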
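Human enzyme at 4 nM with 400 uM 4-methylumbelliferyl-alpha-D-pyranoside, citrate/phosphate buffer pH 5.0, 0.005% Tween-20, 20 min at room temperature. Compounds up to 77 uM. 4-MU fluorescence (Ex 365/Em 440) read after NaOH/glycine stop; AC50 from Hill fit.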
Tau fluor cs – Counterscreen qHTS for Inhibitors of Tau Fibril Formation, Fluorescence Polarization. AID 1463, 2008. Potency, µM (titrated, usually from 57.7 µM), for the others: top-dose activity change, negative = decrease. tau K18 P301L Alexa594 fluorescence, heparin fibrillization. 280,000 compounds, 0.93% hits; further: on the % scale 0 is the no-effect control and ±100 the full control effect; nearly all actives have a fitted effect of over 55% in size
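Human tau K18 P301L (15 uM unlabeled, 0.24 uM Alexa 594-labeled) in 100 mM sodium acetate pH 7 with 20 uM heparin, 6 hr at 37 C. ThT 30 uM added, 1 hr ambient; Alexa 594 FP and total fluorescence read at 555/632 nm.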
Tau fibril FP – qHTS for Inhibitors of Tau Fibril Formation, Fluorescence Polarization; Microtubule-associated protein tau (Homo sapiens), P10636; K18 P301L tau heparin fibrillization, Alexa594 FP, 6 h; Potency, µM (top dose mostly 57.7 µM), for inactives: at the highest dose activity, negative = inhibition, actives largely listed as inhibitors; 280,000 compounds, 0.39% hits; AID 1468, 2008; further: on the % scale 0 is the no-effect control and ±100 the full control effect; nearly all actives have a fitted effect of over 55% in size
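Human tau K18 […] P301L fragment, 15 uM unlabeled plus 0.24 uM Alexa 594-labeled tau (final), with compound and 20 uM heparin in 100 mM sodium acetate pH 7; 6 hr at 37 C, then Alexa 594 FP read.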
* hit, by the source's call; ? = inconclusive; . = no result given; & = joins results of further samples; [ ] = dose if it differs, or a comment. The call rests on the fitted dose curve; in most records, active means well fitted curve in the direction sought with a large enough effect; inconclusive means small, poorly fitted or top-dose-only effect, or another doubt; inactive means no such curve, though single readings can be large; an effect the other way counts as inactive or inconclusive. Potency means the concentration at half of the fitted maximal effect. Not a hit list; any-hit rate near 3.3%.

#	Compound	HTT ATP protect	aGal spleen mod	GAA spleen mod	GAA glycogen mod	Tau fibril ThT	GAA inhib	Tau fluor cs	Tau fibril FP
1	Nc1nonc1-n1nnc(C(=O)N/N=C/c2ccc(O)cc2)c1COc1ccc(F)cc1	20%[10 µM]	2%	7%	3%	-2%	.	-21%	-13%
2	CC1(C)C(C=C(Cl)Cl)C1C(=O)Nc1ccc([N+](=O)[O-])cc1 (stereo unspecified)	-2%[10 µM]	-9%	1%	1%	?	-3%	?	?
3	CC1=NN(Cc2ccccc2)C(=O)C1C(c1ccc(Cl)cc1)C(C#N)C#N (stereo unspecified)	13%[10 µM]	-5%	-6%	?	?	-4%	-16%	6%
4	CN(C)c1ccc(/C=C(\C#N)c2nc(-c3ccc(Cl)c(Cl)c3)cs2)cc1	.	.	.	-3%[76.3 µM]	?	.	?	3%
5	CC(C)n1cc(-c2ccc(Cl)cc2)cc(C#N)c1=O	-1%	2%	-7%	-5%	-17%	-7%	-22%	-3%
6	CCCN(Cc1ccccc1)C(=S)Nc1ccc(OC(F)F)cc1	19%[10 µM]	5%	-1%	-2%	-2%	0%	-17%	4%
7	COc1ccccc1N1CCN(c2cnccn2)CC1	-23%	4%	-4%	4%	-10%	-2%	-3%	-2%
8	O=C(Cn1c(CC(=O)N2CCCC2)nc2ccccc21)NCc1ccccc1	-21%[10 µM]	-21%	-12%	4%	-2%	-1%	3%	-5%
9	CCCn1c(C)nc2c(N3CCN(C)CC3)nc(C)nc21	0%	9%	3%	.	-9%	.	-7%	-2%
10	COc1ccc(NC(=O)c2c(C)oc3ccc(O)c(CN4CCC(C)CC4)c23)cc1	.	.	.	-1%[76.3 µM]	-14%	.	-20%	-2%
11	COc1ccc(-c2nnn(CC(=O)Nc3sc4c(c3C#N)CCCC4)n2)cc1	-11%	-2%	-2%	2%	10%	-4%	-7%	0%
12	CNC(=O)c1[nH]cnc1C(=O)N[C@@H](Cc1ccccc1)C(=O)OCc1ccccc1	18%[10 µM]	-1%	2%	1%	4%	.	?	?
13	Cc1[nH]nc2c1C(c1ccc(Cl)cc1)C(C#N)=C(N)O2 (stereo unspecified)	-4%	3%	-3%	-13%	-17%	2%	-8%	-2%
14	CC1=C(C(=O)OC(C)C)C(c2cccs2)N2C(=O)CCSC2=N1 (stereo unspecified)	-4%[0.074 µM]	-2%	-7%	-8%	7%	-4%	-1%	0%
15	Cc1nc(Cl)c(C#N)c2c1CCCC2	1%[10 µM]	-7%	3%	.	-6%	.	-7%	-1%
16	Cn1c(=O)[nH]c(=O)c2c1nc(N1CCCCCC1)n2CC(=O)c1ccccc1	-11%[10 µM]	-2%	0%	10%	-6%	-2%	-1%	3%
17	N=c1n(Cc2ccccc2)c2ccccc2n1CC(O)COc1ccccc1 (stereo unspecified)	-31%	-5%	-6%	5%	1%	-1%	3%	3%
18	C[N+](C)(C)CCCCCNCC12CC3CC(CC(C3)C1)C2	4%	-8%	-8%	.	-1%	.	-2%	3%
19	CC(C)CCN1CCN(Cc2cccc3nonc23)CC1CCO (stereo unspecified)	11%[10 µM]	-1%	-14%	-6%	-3%	12%	-4%	-2%
20	COc1ccc(C(=O)NCc2nnc(SCC(=O)Nc3cc(C)cc(C)c3)o2)cc1OC	-2%	0%	-5%	5%	-2%	9%	1%	-1%

Taken from the listing (2 entries):
#	Compound	HTT ATP protect	aGal spleen mod	GAA spleen mod	GAA glycogen mod	Tau fibril ThT	GAA inhib	Tau fluor cs	Tau fibril FP
19	CC(C)CCN1CCN(Cc2cccc3nonc23)CC1CCO (stereo unspecified)	11%[10 µM]	-1%	-14%	-6%	-3%	12%	-4%	-2%
20	COc1ccc(C(=O)NCc2nnc(SCC(=O)Nc3cc(C)cc(C)c3)o2)cc1OC	-2%	0%	-5%	5%	-2%	9%	1%	-1%

Two entries drawn at random from those above, as already listed:
#	Compound	HTT ATP protect	aGal spleen mod	GAA spleen mod	GAA glycogen mod	Tau fibril ThT	GAA inhib	Tau fluor cs	Tau fibril FP
12	CNC(=O)c1[nH]cnc1C(=O)N[C@@H](Cc1ccccc1)C(=O)OCc1ccccc1	18%[10 µM]	-1%	2%	1%	4%	.	?	?
1	Nc1nonc1-n1nnc(C(=O)N/N=C/c2ccc(O)cc2)c1COc1ccc(F)cc1	20%[10 µM]	2%	7%	3%	-2%	.	-21%	-13%

Additional records
item | smiles | HTT ATP protect | aGal spleen mod | GAA spleen mod | GAA glycogen mod | Tau fibril ThT | GAA inhib | Tau fluor cs | Tau fibril FP
21 | COc1ccc(-c2[nH]ncc2CN(C)Cc2ccccn2)c(OC)c1 | -24%[10 µM] | -20% | -9% | 2% | 8% | 4% | 1% | 0%
22 | COc1ccc2nc(NC(=O)c3ccc4ncsc4c3)sc2c1 | 5% | -3% | -6% | 6% | -14% | -3% | -18% | -12%
23 | Cc1ccc(S(=O)(=O)CCSc2nc(C)cc(C(F)(F)F)c2C#N)cc1 | 20%[10 µM] | -3% | -5% | -6% | -16% | -4% | -21% | -4%
24 | Cc1ccc2nc(NC(=O)C3CC(=O)N(Cc4ccco4)C3)sc2c1 (stereo unspecified) | 7% | -4% | . | -5% | 5% | -14% | -11% | 4%
25 | O=C(NCCc1cccs1)C1CC(c2ccc([N+](=O)[O-])cc2)=NO1 (stereo unspecified) | -10%[10 µM] | 7% | 3% | 3% | ? | -5% | -21% | 4%
26 | O=C1NC(CCc2ccccc2)C(=O)N1Cc1ccccc1Cl (stereo unspecified) | -7%[10 µM] | 3% | 0% | 13% | -11% | -6% | -20% | -4%
27 | Cc1nn(C)c(Oc2cccc(Cl)c2)c1C=O | 2% | -8% | -7% | 4% | 6% | 5% | 1% | -11%
28 | Cc1ccc(S(=O)(=O)NC(=O)c2cc(C)n(-c3cc(S(=O)(=O)N4CCOCC4)ccc3N3CCCC3)c2C)cc1 | -7% | 1% | -2% | -4% | -15% | -1% | -4% | 2%
29 | CCOc1ccc(CCNC(=O)CN2C(=O)c3cccnc3Oc3ccc(C)cc32)cc1OCC | . | . | . | 16%&-9%[76.3 µM] | 8% | . | 2% | 1%
30 | O=C(C[n+]1ccc(/C=N/O)cc1)N1CCCCC1 | 4%[10 µM] | -7% | -4% | 2% | 14% | . | 15% | 4%
31 | Fc1c(F)c(F)c(N=Cc2ccc3ncccc3c2)c(F)c1F | . | 1% | -6% | -1% | -10% | -4% | -5% | 6%
32 | CC1=C(C(=O)Nc2ccccc2)C(c2cccnc2)n2ncnc2N1 (stereo unspecified) | -6%[10 µM] | 2% | -1% | -19% | -9% | ? | -16% | -12%
33 | NC(=O)CCC(NC(=O)c1ccc(Cl)cc1)C(=O)O (stereo unspecified) | -18% | 6% | 11% | 6% | -2% | -3% | -2% | 3%
34 | COc1ccc(C2CC(=O)Oc3c2c(=O)n(C)c2ccccc32)c(OC)c1OC (stereo unspecified) | 44%[10 µM] | -8% | -2% | 4% | 3%&-11% | ? | 6%[2.34 µM] | -4%&-5%
35 | CCc1nnc(SCC(=O)Nc2cccc(C(F)(F)F)c2)c2cc3oc(C)cc3n12 | . | . | . | -9%[76.3 µM] | ? | . | -16% | 5%
36 | N#CC1=C2SCN(C3CCCCC3)CN2C(=O)CC1c1c(F)cccc1Cl (stereo unspecified) | . | . | . | ? | 32µM* | . | -19% | ?
37 | CCn1c(COc2ccccc2C)nnc1SCC(=O)N1CCN(c2ccccc2)CC1 | 35%[10 µM] | 2% | 3% | 0% | -20% | -10% | -17% | -17%
38 | COc1cc(OC)c2c(-c3cccc(-c4ccc(CO)cc4)c3)cc(=O)oc2c1 | -182%[inhibitor] | -4%[119 µM] | -1%[119 µM] | . | -25%[81.4 µM] | . | ? | -8%[81.3 µM]
39 | Cc1cccc(Cn2cc(/C=C(/C#N)C(=O)Nc3cccc(Cl)c3)c3ccccc32)c1 | . | . | . | 11%[76.3 µM] | -10% | . | -20% | -13%
40 | Nc1nc(SCC(=O)N2N=C3/C(=C/c4ccco4)CCCC3C2c2ccco2)n[nH]1 (stereo unspecified) | 2% | 0% | -4% | -11% | -12% | -12% | -18% | 6%
41 | O=C(N1CCOCC1)C12CC3CC(C1)CC(n1cnc(Cl)n1)(C3)C2 | . | -2% | -3% | 2% | 4% | -1% | 7% | 0%
42 | CCCC(=O)c1c[nH]c(C(=O)NCCc2ccccn2)c1 | 0% | -9% | -4% | 1% | -4% | 0% | -5% | -5%
43 | COc1ccc(CN2C(=O)N(c3cccc(C)c3)C(=O)C2CC(=O)Nc2ccc(F)cc2)cc1OC (stereo unspecified) | . | . | . | -15%[76.3 µM] | 5% | . | -11% | -3%
44 | O=C(CSc1nc2c(cnn2-c2ccc(F)cc2)c(=O)[nH]1)Nc1ccccc1C(F)(F)F | . | . | . | 0%[76.3 µM] | 1% | . | -7% | ?
45 | O=C(NCC1CCN(Cc2ccccc2F)CC1)Nc1ccc(F)c(Cl)c1 | . | . | . | 16%[76.3 µM] | 6% | . | -26% | -14%
46 | COc1ccc(S(=O)(=O)NCc2ccc3c(c2)cc(C)n3C)cc1 | 31% | 5% | 2% | -13% | -18% | 2%[15.4 µM] | -14% | -6%
